LYP inhibition: PTPN22 lymphoid phosphatase activity blockers – biochemical, fluorescence intensity, uHTS (AID 1779); recombinant LYP phosphatase, fluorescence intensity; higher % means a stronger effect; one-dose inhibition, % at 11.5 µM; IC50 in µM for titrated hits; 0.054% of 290,000 active; in the data active = inhibition above about 50%;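 also: plate controls were vehicle with enzyme for no effect and no enzyme for full effect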
Myeloid diff MLP: promotes myeloid progenitor differentiation. ER-HoxA9 myeloid progenitors, lysozyme-GFP differentiation, flow cytometry. calls only at 10 µM. 1% of 360,000 active;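 active = normalized GFP-positive differentiation at or above the plate's own cutoff, the solvent-only control mean plus 3 SD; inconclusive = no clear call, values can overlap the other calls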;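 also: cells exposed to compound for four days before flow analysis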
Myeloid diff MLP GFP+ MAC1+ %: further read-out of Myeloid diff MLP, marked with its call; GFP+ MAC1+ double positive, %; measured here: differentiation confirmed by MAC1 staining
* marks the source's active call; other numbers are inactive results; i = inactive; ? = inconclusive; . = not tested or not shown; + = active, no number. Some of the compounds tested (hit frequency here may not be typical).

SMILES	LYP inhibition	Myeloid diff MLP	Myeloid diff MLP GFP+ MAC1+ %
Cc1ccc(CCNC(=O)C2CCCN(S(=O)(=O)N3CC(C)CC(C)C3)C2)cc1 (configuration not stated)	-0.1%	i	0.0
COc1ccccc1CNC(=O)CN(C)S(=O)(=O)c1ccc2c(c1)c(=O)n(C)c(=O)n2C	-8.5%	i	1.6
CCCc1cc(C(=O)Nc2ccc(CC)cc2)no1	-5.1%	i	1.1
COc1ccc(NC(=O)/C(=C\c2ccco2)NC(=O)c2ccco2)cc1	1.8%	i	9.4
O=C(Nc1ccc2ncccc2c1)c1cccc(Br)c1	-5.8%	i	0.8
O=C(c1cccc2nccnc12)N1CCCC(Nc2ccc(F)c(F)c2)C1 (configuration not stated)	-7.8%	i	0.5
COc1ccc(N(C(=O)CNC(=O)c2ccco2)C(C(=O)NCC2CCCO2)c2ccccc2)cc1Cl (configuration not stated)	-14.3%	i	1.3
Cc1ccc(S(=O)(=O)N(CC(=O)Nc2cccnc2)c2ccccc2C)cc1	-9.8%	i	0.8
N#CCCN1CCN(Cc2ccccc2)CCC1=O	-14.9%	i	1.6
CCOc1ccc(NC(=O)CSc2nnc(NC(=O)C3CC3)s2)cc1	-10.5%	i	2.2
CC(OC(=O)C1CCN(c2ccc(C(F)(F)F)cn2)CC1)C(=O)Nc1ccc(S(N)(=O)=O)cc1 (configuration not stated)	-4.8%	i	2.3
O=C(Cc1cccc2ccccc12)NNC(=O)c1ccc(Br)o1	-10.6%	i	0.5
O=C(NCCc1cccs1)c1ccc(CS(=O)Cc2ccc(Cl)cc2)o1 (configuration not stated)	-2.5%	i	1.8
CCN(CCO)C(=O)c1ccc2oc(Cc3ccc(Cl)cc3)nc2c1	-8.8%	i	0.1
Cc1cc(=O)n(CC(=O)NCCN2CCOCC2)c2c1c(C)nn2-c1ccccc1	-8.2%	i	1.8
CC(=O)CSc1ccc(-c2nc3ccccc3[nH]2)cn1	-5.3%	i	0.7
Cc1cc(NC(=O)c2cccc(S(=O)(=O)N3CCCCC3)c2)no1	-5.7%	i	5.0
CCCn1cc(CN2CCC(n3nccc3NC(=O)c3ccc4c(c3)OCO4)CC2)c(C)n1	-6.4%	i	2.5
CCc1ccccc1NC(=S)N1CCN(c2cccc(OC)c2)CC1	-13.5%	i	0.7
COc1ccc(CC(=O)N/N=C(\C)CC(=O)Nc2ccc3c(c2)OCCO3)cc1OC	-2.4%	i	0.1
COc1ccc(N2CCN(C(=O)c3ccc(CNS(=O)(=O)c4cccc(OC)c4)cc3)CC2)cc1	-8.7%	i	1.1
CCOc1ccc(N(Cc2cc3cc(C)ccc3[nH]c2=O)S(=O)(=O)c2ccccc2)cc1	-1.0%	i	0.1
COc1ccc(-c2nc(CS(=O)(=O)CC(=O)NC3CCC(C)CC3)c(C)o2)cc1 (configuration not stated)	-3.9%	i	1.3
CC(C)C[C@@H](CO)N1CCN(Cc2ccccc2)CCC1=O	-12.5%	i	0.8
CCn1cc(C(=O)NCC(OC)OC)c(=O)c2cc(S(=O)(=O)N3CCCC3)ccc21	-11.5%	i	0.7
Cc1cccc(C(=O)NNC(=O)c2ccc(NC(=O)C(C)(C)C)cc2)c1	-11.8%	i	0.7
Cc1ccc(C)c(NC(=O)CCNS(=O)(=O)c2ccc3[nH]c(=O)oc3c2)c1	-10.2%	i	8.6
COc1cc(OC)cc(C(=O)N/N=C(\C)CC(=O)Nc2ccccn2)c1	-5.1%	i	0.4
O=C(CSc1ccc(F)cc1)NCCc1ccc(Cl)cc1	-12.4%	i	0.7
CCCCc1ccc(/C(C)=N/NC(=O)C2CCCC2)cc1	-9.5%	i	1.3
CCCC(C(=O)NC1CCCC1)N(Cc1ccccc1)C(=O)c1snc(C(N)=O)c1N (configuration not stated)	-5.6%	i	0.7
COCCNC(=S)N1CCN(C(c2ccccc2)c2ccccc2)CC1	-3.6%	i	3.0
COc1ccccc1CCNC(=O)c1cc(COc2cccc(C(F)(F)F)c2)on1	-6.7%	?	.
CCOc1ccc(S(=O)(=O)n2cnc(C)c2)cc1	-12.6%	i	0.3
O=S(=O)(c1ccccc1)N1CCN(Cc2ccc(Cl)cc2)CC1	-8.0%	i	0.2
COc1ccccc1NC(=O)CSc1ncc(CO)n1Cc1ccc(F)cc1	-5.3%	i	1.2
Cc1ccc(CNC(=O)CCNC(=O)N2CCn3c2nc2ccccc23)cc1	-8.6%	i	0.7
CCOC(=O)c1c(S(=O)(=O)NCC(=O)Nc2cccc(C)n2)c(C)n(C)c1C	-5.1%	i	0.0
O=C(NC1CCCC1)c1ccc(Cl)c(S(=O)(=O)N2CCOCC2)c1	-0.5%	i	0.8
CCSc1nnc2ccc(-c3ccc(OC)c(OC)c3)nn12	-13.0%	+	.
COc1ccc(C(=O)N/C(=C\c2ccc(OC)c(OC)c2)C(=O)N2CCCCC2)cc1	-6.5%	i	0.5
Cc1cc(C(=O)N/N=C/c2ccc(-c3ccc([N+](=O)[O-])cc3Cl)o2)n[nH]1	-7.5%	i	0.7
COc1cc(S(=O)(=O)Nc2ncn[nH]2)ccc1Cl	-9.0%	i	1.5
NC(=O)c1c(NC(=O)c2ccccc2)sc2c1CCN(Cc1ccccc1)C2	-6.2%	i	2.5
O=C1C(=O)N(Cc2cccnc2)C(c2cccc([N+](=O)[O-])c2)/C1=C(\O)c1ccc2c(c1)OCCO2 (configuration not stated)	-9.4%	i	1.9
O=c1[nH]c2ccccc2nc1Cc1ccc([N+](=O)[O-])cc1	-14.2%	i	1.1
COC(=O)c1ccc(NCC(=O)Nc2cc(C)cc(C)c2)cc1	-2.5%	i	0.4
Fc1ccccc1/C=N/n1c(COc2ccccc2)n[nH]c1=S	-2.6%	i	0.6
O=C(N=C1SC2CS(=O)(=O)CC2N1c1cccc(F)c1)C1CC1 (configuration not stated)	-11.4%	i	0.9
COc1ccc(S(=O)(=O)N(CC(=O)N/N=C/c2ccc(C(=O)O)cc2)Cc2ccccc2)cc1OC	-3.0%	i	2.5
Continuation.
SMILES	LYP inhibition	Myeloid diff MLP	Myeloid diff MLP GFP+ MAC1+ %
O=C(CNC(=O)c1ccco1)OCC(=O)c1ccc([N+](=O)[O-])cc1	-5.4%	i	1.2
Cc1cccc(N2CCN(C(=O)c3cc(S(=O)(=O)N4CCOCC4)cn3C)CC2)c1C	-6.4%	i	6.2
CCOc1ccc(OCC(=O)Nc2cc3c(cc2C(=O)O)OCCCO3)cc1	-6.9%	i	0.2
CCn1c(=O)n(CC)c2cc(N3CCCC3)c(NC(=O)c3cc(Cl)ccc3OC)cc21	9.0%	?	.
CCc1ccc(N=C2NC(=O)CS2)cc1	-3.6%	i	0.5
COc1ccc(CNC(=S)NNC(=O)c2cc3ccccc3o2)cc1	-2.8%	i	0.7
CC(=O)N1c2ccc(S(=O)(=O)NCCC(=O)NC3CCCCCC3)cc2CC1C (configuration not stated)	-5.2%	?	.
CC(OC(=O)C1CCN(S(=O)(=O)c2ccccc2C(F)(F)F)CC1)C(=O)N(C)Cc1ccccc1 (configuration not stated)	-2.7%	i	0.6
NC(=O)COc1ccccc1C1=NO[C@@](CC(=O)O)(C(=O)Nc2ccc3c(c2)OCCO3)C1	-6.6%	i	0.2
Cc1ccc(C(=O)ONC(=O)c2ccc(Cl)cc2)cc1[N+](=O)[O-]	-2.4%	i	1.3
COc1ccc(Cc2nc3ccc(C(=O)N4CCC[C@H]4CO)cc3o2)cc1	0.4%	i	0.6
CN1CCN(NC(=O)Nc2cc(Cl)cc(Cl)c2)CC1	-7.7%	i	0.3
CN(C)CCCNc1ccc(-c2n[nH]c(=O)c3ccccc23)cc1[N+](=O)[O-]	-10.9%	i	0.2
COC(=O)Cc1ccc(NC(=S)N2CCC(Cc3ccccc3)CC2)cc1	-5.5%	i	0.4
CCOC(=O)Cc1csc(NC(=O)CSC2=NCCS2)n1	-7.9%	?	.
CCn1c(=S)sc2c(=O)n(CC(=O)Nc3ccc(Cl)cc3)c(C)nc21	-3.3%	i	1.3
Clc1ccc2c(NCc3ccccc3)ccnc2c1	-10.0%	i	0.4
COc1ccc(NC(=O)N2CCOCC2)cc1	-12.9%	i	0.5
Cc1ccc(NC(=O)CCNC(=O)c2ccccc2Cl)nc1	-10.0%	i	1.3
CCN1C(=O)[C@H]2[C@@H](c3ccc(C)cc3)N3C(=O)N(c4ccc(C(F)(F)F)cc4)C(=O)[C@@]3(CC)[C@H]2C1=O	10.2%	i	0.8
CC(=O)c1ccc(N2CCN(C(=O)C(=O)c3cn(CC(=O)N4CCCCCC4)c4ccccc34)CC2)cc1	4.6%	i	1.8
CCCC(=O)NC(c1ccccc1)c1ccc2cccnc2c1O (configuration not stated)	-5.4%	?	.
CCN(Cc1ccccc1)C(=O)c1cc2cc(OC)c(OC)cc2[nH]1	-3.2%	i	0.0
Cc1ccc[n+](C(C)C(=O)c2ccc(Cl)cc2)c1 (configuration not stated)	-4.3%	+	0.2*
COc1ccc(CC(=O)NNS(=O)(=O)c2cccc([N+](=O)[O-])c2)cc1OC	-7.7%	i	4.0
CCCCn1c(N)c(N(CC(C)C)C(=O)CCC2CCCCC2)c(=O)[nH]c1=O	4.7%	i	5.2
CSc1ncccc1C(=O)N1CCN(S(=O)(=O)c2ccc(F)cc2)CC1	-6.1%	i	0.3
CC(=O)Nc1ccc(S(=O)(=O)Nc2nc3ccccc3nc2Cl)cc1	-7.5%	i	0.4
CC1(c2ccc(OC(F)F)cc2)NC(=O)N(CC(=O)Nc2ccccc2)C1=O (configuration not stated)	-2.0%	i	0.2
CC(=O)N1CCc2cc(S(=O)(=O)NCCC(=O)NC3CCCCCC3)ccc21	-8.1%	i	1.7
O=C(c1ccc(-c2cccc(C(F)(F)F)c2)o1)N1CCN(c2ccccc2O)CC1	1.4%	i	0.7
CCc1nc2ccc(C(=O)NCCc3ccccc3OC)cc2nc1CC	-7.4%	i	0.5
CC(C)Cc1nnc(NC(=O)C2CCCC2)s1	-7.8%	?	.
OC1(c2ccccc2)CNCCc2ccccc21 (configuration not stated)	-10.2%	i	0.2
COc1ccc(Nc2nnc(C)c3ccccc23)cc1	-0.4%	i	0.6
COc1ccc(COC(=O)CCc2c[nH]c3ccccc23)cc1F	-5.4%	i	1.0
Cc1cccc(OCC(=O)NC2CC(C)(C)NC(C)(C)C2)c1	-9.2%	i	0.9
COc1ccc(C(=O)NC2CC3CCCC(C2)N3Cc2ccccc2)cc1 (configuration not stated)	-15.7%	i	0.7
O=C(NC1CCCC1)C(c1ccncc1)N(C(=O)c1csnn1)c1ccc(Cl)cc1 (configuration not stated)	-2.1%	i	0.9
COc1cccc(C(=O)NC2CCCc3c2cnn3-c2ccc(C)c(C)c2)c1OC (configuration not stated)	2.9%	i	1.1
CCCCNC1c2ccccc2C(=O)N1Cc1ccccc1 (configuration not stated)	-6.5%	i	0.6
COC(=O)c1cc(C(=O)NC(C)C2CC3CCC2C3)cc([N+](=O)[O-])c1 (configuration not stated)	-4.7%	i	0.6
COc1ccc(C2CC(c3ccc(C)cc3)=NN2C(=O)CCC(=O)O)cc1OC (configuration not stated)	89.2%*	i	0.5
O=C(NC1CC2CCC(C1)N2Cc1ccccc1)c1ccccc1Cl (configuration not stated)	-9.7%	i	0.7
O=C(NC(=S)Nc1cccc2c(O)cccc12)c1ccco1	-2.7%	i	3.8
O=C(Nc1cccc(-n2cccn2)c1)C1CCCN(Cc2ccccc2F)C1 (configuration not stated)	0.7%	i	0.8
O=C(CCNC(=O)c1ccco1)Nc1ccc(F)c(Cl)c1	-12.3%	i	0.8
Cn1cc(CCC(=O)NC2CC(C)(C)Cc3c2cnn3-c2ccc(F)cc2)cn1 (configuration not stated)	-6.5%	?	.
COc1ccc(C(=O)NCCONC(=O)c2ccc(OC)cc2)cc1	-11.1%	i	2.8
Cc1cc(C)n(CCCNC(=O)Cn2nnnc2CN2C[C@@H](C)O[C@@H](C)C2)n1	-10.9%	i	3.0
The list goes on:
SMILES	LYP inhibition	Myeloid diff MLP	Myeloid diff MLP GFP+ MAC1+ %
Cc1nc2ccccn2c1CN(C)C(=O)C1CCC(=O)N(CCc2cccc(F)c2)C1 (configuration not stated)	-9.5%	i	3.2
COc1cccc(CNCc2ccccc2Br)c1OC	-4.5%	i	0.4
OC1CCN(Cc2ccc(OCc3ccccc3)cc2)CC1	-7.4%	i	0.4
Cc1ccc(C)c(NC(=O)CCC(=O)NN=C2CCCC2)c1	-6.0%	i	0.9
COc1cccc(OCC(O)CNC(=O)c2oc3ccc(C)cc3c2C)c1 (configuration not stated)	-5.2%	i	0.5
O=C(O)CCCCCCCCc1cn(Cc2ccc(C(=O)c3ccccc3)cc2)nn1	-1.3%	i	0.4
CC(=O)c1cccc(NC(=O)CCc2nnc3ccc(N4CCN(C)CC4)nn23)c1	-10.8%	i	3.5

Screens deposited in PubChem BioAssay by several laboratories.
